# S3 lipid droplet: qHTS Assay for Lipid Storage Modulators in Drosophila S3 Cells; Drosophila S3 cells, BODIPY lipid droplet fluorescence, 18-24 h; cells fed with added oleic acid; Potency in µM for hits, for the others lipid storage change, negative = inhibition, % at the top dose, mostly 46.1 µM; 320,000 tested, 0.64% active; active means well fitted inhibition curve with a large enough effect in the signal ratio, with a control signal flat, not every such curve was filed as active; inconclusive means small, poorly fitted or top-dose-only effect, or effect the other way, or a change in a side signal; the % refers to the signal ratio
#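 Laser-scanning cytometry quantifies lipid droplet accumulation (500–530 nm total intensity; droplet/cell object ratio) in oleic acid-fed (400 uM added) Drosophila S3 cells treated with a concentration series. 20 uM Triacsin C defined 100% inhibition.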
# S3 lipid droplet cell count max: further read-out of S3 lipid droplet, marked with its call; cell number change, %; measured here: cell count max response;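 cells counted by Cell Tracker Red CMTPX staining in the red channel; peak over a dose series mostly up to 46.1 µM; percent activity relative to internal control wells on each plate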
# Numbers without * were called inactive; i = inactive; ? = inconclusive; nt = no result given. On the % scale 0 is the no-effect control and ±100 the full control effect; potency means the concentration at half of the fitted maximal effect.
# Start of the listing, in advance (6 entries):
S3 lipid droplet | S3 lipid droplet cell count max | Compound
? | nt | CCCC(C(=O)NCCC(C)C)N(Cc1ccccc1Cl)C(=O)c1snc(C(N)=O)c1N (stereo not given)
? | nt | O=C(C1CCN(S(=O)(=O)c2ccccc2)CC1)N1CCCCC1
? | nt | CCOC(=O)c1c(C)nc2sc3c(=O)[nH]cnc3c2c1-c1ccc(OC)cc1
15% | -7 | O=S(=O)(c1ccccc1)c1cnc(-c2cccnc2)nc1-c1ccc(Cl)cc1Cl
? | nt | COc1ccc(-c2cc(-n3c(C(F)(F)F)nc4ccccc43)n(CCC#N)n2)cc1
? | nt | CC(C)CCN1CC(=O)N2[C@@H](Cc3c([nH]c4ccccc34)C2(C)C)C1=O

# Results, from the first entry:
S3 lipid droplet | S3 lipid droplet cell count max | Compound
? | nt | CCCC(C(=O)NCCC(C)C)N(Cc1ccccc1Cl)C(=O)c1snc(C(N)=O)c1N (stereo not given)
? | nt | O=C(C1CCN(S(=O)(=O)c2ccccc2)CC1)N1CCCCC1
? | nt | CCOC(=O)c1c(C)nc2sc3c(=O)[nH]cnc3c2c1-c1ccc(OC)cc1
15% | -7 | O=S(=O)(c1ccccc1)c1cnc(-c2cccnc2)nc1-c1ccc(Cl)cc1Cl
? | nt | COc1ccc(-c2cc(-n3c(C(F)(F)F)nc4ccccc43)n(CCC#N)n2)cc1
? | nt | CC(C)CCN1CC(=O)N2[C@@H](Cc3c([nH]c4ccccc34)C2(C)C)C1=O
i | 16 | O=C(Cc1coc2cc3c(cc12)CCC3)OCc1cc(=O)n2c(n1)sc1ccccc12
? | nt | CC(C)(C)NC(=O)C(c1ccc(O)cc1)N(C(=O)CCC(=O)Nc1nccs1)c1ccccc1F (stereo not given)
10% | nt | O=C(/C=C/c1ccccc1[N+](=O)[O-])N1CCc2ccccc2C1
? | nt | CCOC(=O)C1CCN(CCC(=O)Nc2ccc(Cl)cc2)CC1
i | 13 | COCCN1C(=O)N(c2cccc(C)c2)C(=O)C1CC(=O)Nc1ccc(F)cc1 (stereo not given)
-26% | 19 | CN(c1ccccc1)S(=O)(=O)c1ccc(C(=O)N2CCCC(C(F)(F)F)C2)cc1 (stereo not given)
? | nt | CC(C)=C1SC(N2CCOCC2)=NC1=O
? | nt | CCCN1CC23C=CC(O2)C(C(=O)O)C3C1=O (stereo not given)
i | -23 | Cc1cccc(/C=N/NC(=O)Cc2ccc(Cl)cc2)c1O
? | nt | Cc1ccc2c(C)c(C(=O)N(C)C(C)c3ccon3)oc2c1C (stereo not given)
? | nt | CCOc1ccccc1/C=N/Nc1ccnc(=O)[nH]1
1% | 12 | COc1ccc(NC(=O)CC2C(=O)NCCN2C(=O)Nc2ccc(C(F)(F)F)cc2)cc1 (stereo not given)
? | nt | O=C(Nc1cc(C(F)(F)F)ccc1N1CCOCC1)c1ccc2ccccc2n1
17% | -11 | Cc1cc(C)cc(NC(=O)C[n+]2ccccc2)c1
? | nt | Cc1nn(C)cc1/C=N/NC(=O)Cn1cncn1
? | nt | Cc1ccccc1CN(c1ccc(C(=O)NCc2ccccn2)cc1)S(C)(=O)=O
? | nt | Cc1ccc(C(=O)OCCOc2cccc(Cl)c2)cc1S(=O)(=O)N1CCOCC1
? | nt | O=C(Nc1ccc(F)cc1)c1nn(-c2ccccc2)c(=O)cc1Cl
4% | -1 | Cc1ccc(N(CC(=O)NC(C)C)C(=O)CCC(=O)Nc2nccs2)cc1C
? | nt | COc1cccc(C(=O)c2sc(NC(C)C)nc2N)c1
? | nt | O=C(OCCN=C1NS(=O)(=O)c2ccccc21)c1cccs1
? | nt | O=C(NCCCN1CCOCC1)c1cc2c(s1)CCC2
? | nt | Cc1ccc(NC(=O)C2CCCN(S(=O)(=O)c3cccnc3)C2)c(C)c1 (stereo not given)
1.3µM* | -13* | CCOCCCNCC(=O)NC1(C)C2CCC(C2)C1(C)C (stereo not given)
-5% | -16 | O=C(CSCc1ccc(Br)cc1)Nc1ccc(S(=O)(=O)N2CCOCC2)cc1
? | nt | Cc1ccc(/C=C/C(=O)Nc2ccc([N+](=O)[O-])cc2)o1
? | nt | COc1ccc(C2(c3ccc(OC(C)=O)cc3OC(C)=O)CC(c3ccccc3)NC(=S)N2)cc1 (stereo not given)
i | nt | Cc1ccc(CNC(=O)Cc2ccc(Br)cc2)cc1
? | nt | O=C(COc1ccccc1)N1CCN(C(=O)c2ccc([N+](=O)[O-])cc2)CC1
i | -9 | c1cc2cc(-c3c(-c4ccc5c(c4)OCO5)noc3-c3ccsc3)ccc2[nH]1
13% | nt | CCOC(=O)C1CCCN(C(=O)c2[nH]c3ccc(OC)cc3c2C)C1 (stereo not given)
6% | -1 | c1ccc(-c2noc(-c3ccncc3)n2)nc1
? | nt | COc1ccc2c(-c3ccccc3)cc(SCC(=O)N(C)C3CCS(=O)(=O)C3)nc2c1 (stereo not given)
-18% | 2 | COc1ccc(CC(=O)Nc2ccc(/C(C)=N\NC(=O)c3ccc(Br)o3)cc2)cc1

# Some of these compounds in order of the S3 lipid droplet cell count max value, falling:
S3 lipid droplet | S3 lipid droplet cell count max | Compound
4% | -1 | Cc1ccc(N(CC(=O)NC(C)C)C(=O)CCC(=O)Nc2nccs2)cc1C
i | -9 | c1cc2cc(-c3c(-c4ccc5c(c4)OCO5)noc3-c3ccsc3)ccc2[nH]1
1.3µM* | -13* | CCOCCCNCC(=O)NC1(C)C2CCC(C2)C1(C)C (stereo not given)

# Later entries:
S3 lipid droplet | S3 lipid droplet cell count max | Compound
? | nt | Cc1ccccc1/C=N/n1c(-c2cc(-c3ccccc3)n[nH]2)n[nH]c1=S
? | nt | Cc1nc2c(ccc3nc(NC(=O)c4ccc5c(c4)OCCO5)sc32)s1
6% | -1 | CC1=C(C)CC(C(=O)NNC(=O)c2csc(C)c2C)C(C(=O)O)C1 (stereo not given)
? | nt | COc1ccccc1-n1c(C)cc(C=O)c1C
? | nt | COc1ccc(C(=O)Nc2nnc(S(=O)(=O)N3CCCCCC3)s2)cc1OC
? | nt | COc1cc(CNC(C)C23CC4CC(CC(C4)C2)C3)cc(OC)c1OC (stereo not given)
? | nt | O=C1CC(Sc2ncccc2C(=O)O)C(=O)N1 (stereo not given)
22% | 12 | COc1ccc(NC(=O)c2cc(-c3ccco3)on2)c(OC)c1
? | nt | CCNc1nc(NCC)n2c(SC(C(=O)Nc3cc(Cl)cc(Cl)c3)c3ccccc3)nnc2n1 (stereo not given)
-19% | 7 | O=[N+]([O-])c1ccc(N/N=C\c2cccnc2)nc1
? | nt | CN1C(=O)N(C)C(c2cccc([N+](=O)[O-])c2)C2=C1CCCC2=O (stereo not given)
18% | -12 | O=C(NCc1ccccc1Cl)c1nnc(CS(=O)(=O)c2ccccc2)o1
8% | 12 | COc1ccccc1NC(=O)C/C(C)=N/NC(=O)C12CC3CC(CC(C3)C1)C2
? | nt | Cc1cccc2sc(NC(=O)CN(C)S(=O)(=O)c3cccs3)nc12
-1% | 6 | Cc1ccc(CNC(=O)Cc2ccc(-n3c(=O)[nH]c4ccsc4c3=O)cc2)cc1
8% | nt | Nc1cc(=O)[nH]c(N2CCN(c3ccccc3)CC2)n1
-18% | -19 | c1ccc(-c2nccc(-c3ccc(-n4cnc5ccccc54)cc3)n2)nc1
? | nt | COc1cc(=O)[nH]c(SC(C)C(=O)Nc2cc(C)on2)n1 (stereo not given)
? | nt | CN(C)c1ccc(-c2n(C)c3ccccc3[n+]2C)cc1
? | nt | CCOc1ccc(NC(=O)C2CCN(S(=O)(=O)c3c(C)noc3C)CC2)cc1

# Copied from the list.
# COc1ccccc1NC(=O)C/C(C)=N/NC(=O)C12CC3CC(CC(C3)C1)C2 in S3 lipid droplet shows 8%
# O=C(NCc1ccccc1Cl)c1nnc(CS(=O)(=O)c2ccccc2)o1 in S3 lipid droplet shows 18%

# The results go on:
S3 lipid droplet | S3 lipid droplet cell count max | Compound
? | nt | Oc1ccc(C(=S)N2CCCC2)cc1
? | nt | COC(=O)c1ccc(COC(=O)CCc2nc(-c3ccccc3)c(-c3ccccc3)o2)cc1
i | nt | COc1ccc(N2CCN(C(=O)Cn3c(=O)[nH]c4ccsc4c3=O)CC2)cc1
1% | 11 | CCCCN1C(=O)/C(=C/C=C2/C=Cc3ccccc3N2CC)SC1=S
? | nt | COc1ccc(NC(=O)CC2(CC(=O)O)CCCC2)cn1
0% | 3 | C=CCOc1ccc(C2/C(=C(/O)c3ccc(OC)cc3)C(=O)C(=O)N2CCN2CCNCC2)cc1 (stereo not given)
10% | 1 | CC(Sc1n[nH]c(N)n1)C(=O)Nc1cccc(S(=O)(=O)N2CCOCC2)c1 (stereo not given)
i | 2 | O=c1nc(N2CCOCC2)ccn1Cc1ccc(Br)cc1
-2% | -15 | COc1cc(/C=N/NC(=O)C(C)Nc2n[nH]c(=O)[nH]c2=O)cc(OC)c1O (stereo not given)
? | nt | COc1cccc(-c2cc(C(=O)N3CCN(S(=O)(=O)c4ccccc4)CC3)[nH]n2)c1
? | nt | COc1ccccc1OCCNC(=O)c1c(-c2ccccc2Cl)noc1C
5% | 25 | COc1ccc(C(=O)NN=C2CCCC2)cc1
? | nt | c1cncc(C2Nc3ccccc3-c3nc4ccccc4n32)c1 (stereo not given)
? | nt | O=C(Nc1nnc(SCc2ccc(F)cc2)s1)C1=COCCO1
? | nt | Cc1nc(NC(=O)c2ccco2)sc1C(=O)O
-9% | nt | COc1cc(C)c(Br)cc1S(=O)(=O)NCc1ccccc1
i | 11 | Cc1c(C(=O)N(C)C(C)c2ccncn2)oc2c(F)cccc12 (stereo not given)
? | nt | O=[N+]([O-])c1cc(-c2nnc(N3CCOCC3)c3ccccc23)ccc1N1CCOCC1
? | nt | O=C(NCc1ccco1)C12CC3CC(C1)CC(C(=O)NCc1ccco1)(C3)C2
-7% | -1 | Cc1cccc(C)c1OCC(O)CN1CCCCC1 (stereo not given)

# Single records (already shown). Order of values: S3 lipid droplet | S3 lipid droplet cell count max
# CCCCN1C(=O)/C(=C/C=C2/C=Cc3ccccc3N2CC)SC1=S is listed as 1% | 11
# CC(Sc1n[nH]c(N)n1)C(=O)Nc1cccc(S(=O)(=O)N2CCOCC2)c1 (stereo not given) is listed as 10% | 1

# Going on with the list:
S3 lipid droplet | S3 lipid droplet cell count max | Compound
0% | -5 | O=C1/C(=C/c2ccsc2)N2CCC1CC2
-1% | 25 | CCN1CCCC1CNC(=O)C(=O)Nc1ccccc1 (stereo not given)
4% | 1 | CCC(C)(C)n1nnnc1C(c1cc2cc3c(cc2[nH]c1=O)OCO3)N1CCN(C)CC1 (stereo not given)
? | nt | Cc1nnc(SCc2nnc(-c3cccs3)o2)n1C1CCCCC1
-7% | -16 | O=C(NCc1ccccn1)c1cc(-c2ccccc2Cl)on1
6% | 0 | CCCCNC(=O)Cc1c(OC)ccc2cc(Br)ccc12
0% | 16 | O=C(/C=C/c1cccc2ccccc12)N1CCOCC1
? | nt | Cc1sc2nc(CSC(C)C(=O)Nc3ccccn3)[nH]c(=O)c2c1C (stereo not given)
? | nt | COC(=O)C1=C(C)NC(C)=C(C(=O)OC)C1c1ccc2ccccc2n1
? | nt | CCCCN(CC)Cc1ccc(CNC(=O)Nc2ccc(OCC)cc2)o1
i | -1 | CCCCNc1oc(-c2ccc(OC)cc2)nc1S(=O)(=O)c1ccccc1
? | nt | O=C(Cn1cnc2ccccc21)Nc1ccc(SC(F)F)cc1
? | nt | CCOC(=O)c1c(C)c(C(=O)Nc2ccccc2)c(C)n1CC
i | nt | COc1cc2[nH]c(=O)n(Cc3ccc(C(=O)NC4CCN(Cc5ccccc5)CC4)cc3)c(=O)c2cc1OC
? | nt | Cc1cc(C(=O)NNC(=O)c2ccccc2F)c2ccccc2n1
? | nt | O=C(CCN1C(=O)c2ccccc2S1(=O)=O)Nc1cc(Cl)ccc1Cl
? | nt | O=C(/C=C/C(=O)NCc1cccs1)NCc1cccs1
9% | nt | CN(C)S(=O)(=O)c1cccc(NC(=O)c2cncc(Br)c2)c1
? | nt | COc1ccc(CN=Cc2c(C(F)(F)F)[nH][nH]c2=O)cc1
10% | 11 | CCNC(=O)CCc1nc(-c2ccc(C)cc2)no1
3% | -1 | O=C1CC(C(=O)N(CC2CCCO2)C(C(=O)NC2CCCCC2)c2ccncc2)CS1 (stereo not given)
? | nt | CCN(C(=O)c1nn(-c2ccc(OC)cc2)c(=O)c2c1c1ccccc1n2C)c1ccc(OC)cc1
8% | nt | Cc1ccc(NC(=S)c2ccc(N(C)C)cc2)cc1
? | nt | CCOC(=O)Cn1c(=NC(=O)c2ccc([N+](=O)[O-])s2)sc2ccccc21
9% | -13 | Cc1ccc(NC(=O)NC(=S)NC(=O)c2ccccc2)cc1
i | nt | C[C@H]1[C@H](C)CC[C@]2(C(=O)O)CC[C@]3(C)C(=CC[C@@H]4[C@@]5(C)CC[C@H](O)C(C)(C)[C@@H]5CC[C@]43C)[C@H]12
17% | -1 | COc1cc(Cl)c(C)cc1NC(=O)CSc1ccc(NC(C)=O)cc1
? | nt | O=C(CSc1n[nH]c(-c2ccccn2)n1)Nc1ccc(F)cc1
i | nt | CCn1c(SCC(=O)c2ccccc2)nnc1-c1cnccn1
? | nt | Cc1ccccc1CS(=O)(=O)CC(O)CN1CCCC1=O (stereo not given)
1% | 5 | COC(C[C@H](O)C[C@@H](O)[C@@H](C)OCc1ccccc1)OC
4% | nt | COC(=O)c1ccccc1NC(=O)CN1CCN(c2ccccn2)CC1
0% | -1 | O=C(CSc1nc2[nH]ncc2c(=O)n1-c1ccccc1)N1CCCCCC1

# Source: PubChem (National Center for Advancing Translational Sciences (NCATS))

# Only part of the results is shown. The share of hits here may be higher or lower than overall.
